# Bioassay records as filed in PubChem BioAssay.
# S3 lipid droplet: qHTS Assay for Lipid Storage Modulators in Drosophila S3 Cells. AID 2685. Drosophila S3 cells, BODIPY lipid droplet fluorescence, 18-24 h; cells fed with added oleic acid. hit rate 0.64% among 320,000. Potency in µM for hits, for the others lipid storage change, negative = inhibition, % at the top dose, mostly 46.1 µM; active = well fitted inhibition curve with a large enough effect in the signal ratio, with a control signal flat, not every such curve was filed as active; inconclusive = small, poorly fitted or top-dose-only effect, or effect the other way, or a change in a side signal; the % refers to the signal ratio
#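 Laser-scanning cytometry quantifies lipid droplet accumulation (500–530 nm total intensity; droplet/cell object ratio) in oleic acid-fed (400 uM added) Drosophila S3 cells treated with a concentration series. 20 uM Triacsin C defined 100% inhibition.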
# S3 lipid droplet cell count max: second read-out of S3 lipid droplet, no call of its own (marks repeat the call); cell number change, %; measured here: cell count max response;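 cells counted by Cell Tracker Red CMTPX staining in the red channel; peak over a dose series mostly up to 46.1 µM; percent activity relative to internal control wells on each plate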
# * marks the source's active call; other numbers are inactive results; i = inactive; ? = inconclusive; / = not tested or not shown; [ ] = dose if it differs, or a comment. % is set by controls: 0 for no effect and ±100 for the full control effect; potency is the fitted concentration of half-maximal effect. Some of the compounds tested, so the mix of outcomes need not match the whole.
1	Nc1nonc1-n1nnc(C(=O)N/N=C/c2ccccn2)c1CNc1ccccc1
2	NC(=O)c1c(NC(=O)c2ccccc2Cl)sc2c1CCC2
3	CCOC(=O)c1c(C)nc2sc3c(=O)n(-c4ccc(OC)cc4)nnc3c2c1-c1ccc(OC)cc1
4	COc1cc(NC(=O)C2CC(=O)N(Cc3ccco3)C2)c(OC)cc1Cl (stereo not given)
5	O=C(c1cccc(Cl)c1)N1CCC2(CC1)NCCc1[nH]cnc12
assay / entry	1	2	3	4	5
S3 lipid droplet	i	?	-12.7%	?	?
S3 lipid droplet cell count max	-21.0	/	2.6	/	/

6	O=C(OCc1ccc(Br)cc1F)c1cc2ccccc2oc1=O
7	O=C(c1ccco1)N1CCN(C(=O)c2cnn3c2NC(c2cccs2)CC3C(F)(F)F)CC1 (stereo not given)
8	CCOC(=O)N1CCC(NC(=O)CSc2cc(=O)n(CC)c3ccccc23)CC1
9	COc1cccc(C(=O)CSc2nnc(CNS(C)(=O)=O)n2-c2ccc(C)cc2)c1
10	O=C(CSCc1ccc(Cl)cc1)N/N=C/c1ccccc1
assay / entry	6	7	8	9	10
S3 lipid droplet	-12.6%	?	i	?	?
S3 lipid droplet cell count max	-17.7	/	-2.7	/	/

# The closing four compounds of the section above come first, to join the parts:
7	O=C(c1ccco1)N1CCN(C(=O)c2cnn3c2NC(c2cccs2)CC3C(F)(F)F)CC1 (stereo not given)
8	CCOC(=O)N1CCC(NC(=O)CSc2cc(=O)n(CC)c3ccccc23)CC1
9	COc1cccc(C(=O)CSc2nnc(CNS(C)(=O)=O)n2-c2ccc(C)cc2)c1
10	O=C(CSCc1ccc(Cl)cc1)N/N=C/c1ccccc1
11	CC(=O)c1ccc(NC(=O)C(C)OC(=O)C2CC(=O)N(c3ccc4c(c3)OCCO4)C2)cc1 (stereo not given)
12	Cn1cccc1/C=C1\SC(=S)N(Nc2ccccc2)C1=O
13	O=C(CCCN1C(=O)/C(=C/c2ccccc2)SC1=S)N1CCOCC1
14	CN(C(=O)c1ccc2c(c1)OCO2)C1(C(=O)NC2CCCCC2)CCCCC1
15	COc1cc(Cl)c(NC2=CC(=O)C(=O)c3ccccc32)c(OC)c1
assay / entry	7	8	9	10	11	12	13	14	15
S3 lipid droplet	?	i	?	?	-4.1%	?	i	-6.5%	?
S3 lipid droplet cell count max	/	-2.7	/	/	4.0	/	15.4	-18.9	/

16	O=C(Nc1ccnn1C1CCN(Cc2ccccc2)CC1)C1CCCC1
17	Cc1ccc(CC(=O)Nc2ccc([N+](=O)[O-])cc2C)cc1
18	O=C(NCCNC(=O)c1ccccn1)c1ccc(Cl)cc1
19	Cc1ccccc1S(=O)(=O)NCc1ccc(N2CCN(C)CC2)cc1
20	CCCCOc1ccc(C(=O)NCC(=O)NNC(=O)C2COc3ccccc3O2)cc1 (stereo not given)
assay / entry	16	17	18	19	20
S3 lipid droplet	?	i	?	13.0%	i
S3 lipid droplet cell count max	/	/	/	10.7	-1.7

21	CCCCn1c(N)c(N(CCOC)C(=O)c2ccc(S(=O)(=O)N(CC)c3ccccc3)cc2)c(=O)[nH]c1=O
22	CCOC(=O)CCNC(=O)Nc1ccc2nc(C)n(Cc3ccc(Cl)cc3)c(=O)c2c1
23	NC(=O)c1cccc(S(=O)(=O)N2CCCCC2)c1
24	COc1ccccc1NC(=O)c1cccnc1
25	Cc1nn(C(C)C(=O)N2CCc3ccccc3C2)c(=O)c2cc3occc3n12 (stereo not given)
assay / entry	21	22	23	24	25
S3 lipid droplet	17.6%	?	-12.0%	10.1%	?
S3 lipid droplet cell count max	/	/	-10.8	-1.2	/

26	O=C(COc1ccc(Br)cc1)Nc1ccc(N2CCOCC2)cc1N1CCOCC1
27	COc1ccc([C@H]2CC(=O)C=C(c3ccc(Cl)c(F)c3)C2)cc1
28	C=C[C@@H]1c2c(F)cccc2N(S(=O)(=O)c2ccc(C)cc2)[C@H](c2ccc(OC(C)=O)cc2)C1(C#N)C#N
29	Cc1ccccc1C(=O)Nc1ccc(Br)c(C)n1
30	CCCc1nnc(SCC(=O)N2CCCC(C)C2)n1CCOC (stereo not given)
assay / entry	26	27	28	29	30
S3 lipid droplet	?	i	?	?	0.5%
S3 lipid droplet cell count max	/	-17.3	/	/	10.9

31	COCC(C)NC(=O)CCS(=O)(=O)c1nc(-c2ccc(OC)cc2)cc(C(F)(F)F)n1 (stereo not given)
32	CCCCCOC(=O)C1C(c2ccccc2)C(C(=O)O)C1c1ccccc1 (stereo not given)
33	Cn1nc(C(=O)NNC(=O)c2ccc(Cl)cc2)ccc1=O
34	Cc1ccc(C(C(=O)NC2CCCCC2)N(Cc2ccccc2)C(=O)Cc2c[nH]c3ccccc23)o1 (stereo not given)
35	CC(C)N(CCc1ccncc1)C(=O)Nc1ccc(Cl)c(Cl)c1
assay / entry	31	32	33	34	35
S3 lipid droplet	?	?	?	?	11.8%[9.22 µM]
S3 lipid droplet cell count max	/	/	/	/	/

36	COc1ccc(OC)c(NC(=O)c2ccc3c(c2)OCO3)c1
37	CS(=O)(=O)Nc1ccc(C(=O)CSc2nnc(C3CC3)n2C2CC2)cc1
38	O=C(O)c1cc(NC(=O)c2ccc3c(c2)C(=O)N(Cc2cccnc2)C3=O)cc(C(=O)O)c1
39	O=C1Nc2ncccc2OC1CCO (stereo not given)
40	O=C(COC(=O)Cc1ccc(S(=O)(=O)N2CCCCC2)s1)Nc1ccc2c(c1)OCO2
assay / entry	36	37	38	39	40
S3 lipid droplet	?	?	25.9%	25.9µM*	16.6%
S3 lipid droplet cell count max	/	/	16.2	-19.3*	-12.3

41	O=C(NCCN1CCOCC1)c1cn(-c2ccccc2)nc1-c1cccs1
42	O=C(COc1cccc2c1CCN(Cc1ccc(Cl)cc1)C2=O)N1CCOCC1
43	CCCc1cc(=O)[nH]c(SCC(=O)c2c(N)n(CC(C)C)c(=O)n(C)c2=O)n1
44	Cc1ccc(NC(=O)Cn2nnc(C(=O)NCc3cccs3)c2N)cc1
45	CC(C)CCNC(=O)c1onc(CSc2ccc(F)c(F)c2)c1C(=O)NCCC(C)C
assay / entry	41	42	43	44	45
S3 lipid droplet	-4.2%	11.4%	?	7.1%	21.0%
S3 lipid droplet cell count max	11.5	11.6	/	3.3	4.4

46	Cc1ccc([N+](=O)[O-])cc1S(=O)(=O)Nc1ccc(OCC(=O)N2CCOCC2)cc1
47	CC(C)CCNC(=O)CN(C(=O)CCC(=O)Nc1ccccn1)c1ccc2c(c1)OCO2
48	Cc1ccc(C)c(S(=O)(=O)N2CCCOC2CNC(=O)C(=O)NCc2ccc3c(c2)OCO3)c1 (stereo not given)
49	O=C(O)CC/C(=N/NC(=O)CNC(=O)C(c1ccccc1)c1ccccc1)c1ccccc1
50	COc1cccc2cc(C(C)N(CCCN3CCOCC3)C(=S)Nc3cccc(C)c3)oc12 (stereo not given)
assay / entry	46	47	48	49	50
S3 lipid droplet	-17.2%	i	?	17.4%	6.7%
S3 lipid droplet cell count max	12.1	/	/	/	17.7

51	O=C(Nc1ccn(Cc2ccccc2F)n1)c1ccc(COc2ccc(Br)cc2)cc1
52	CCCCC(=O)NC1(C(F)(F)F)C(=O)Nc2c1c(=O)n(C)c(=O)n2C (stereo not given)
53	CC(=O)Nc1ccc(NC(=O)C(C)OC(=O)C2CCC2)cc1 (stereo not given)
54	Cc1ccc(SCC(=O)OCC(=O)NC(C)c2ccc(F)cc2)cc1 (stereo not given)
55	CCCCOc1ccccc1C1C(C(N)=O)=C(C)Nc2nnnn21 (stereo not given)
assay / entry	51	52	53	54	55
S3 lipid droplet	i	18.4µM*	?	?	?
S3 lipid droplet cell count max	/	-5.4*	/	/	/

56	Cc1cccc(NC(=O)c2ccc([N+](=O)[O-])o2)c1
57	COc1ccc(C)cc1NC(=O)CCS(=O)(=O)c1cccc2nonc12
58	Cc1cc(C)c2sc(N(CCCN(C)C)C(=O)c3ccc(S(=O)(=O)N(C)C4CCCCC4)cc3)nc2c1
59	Cc1nnc2n(-c3ccccc3)c(=O)c3c4c(sc3n12)CCCC4
60	CC(=O)Nc1ccccc1NS(=O)(=O)c1ccccc1[N+](=O)[O-]
assay / entry	56	57	58	59	60
S3 lipid droplet	13µM*	?	?	?	14.9%
S3 lipid droplet cell count max	3.3*	/	/	/	6.3

61	COc1ccc(OC)c2nc(-c3cccnc3)ccc12
62	CCN(CC)c1ccc(N/C(N)=N/c2nc(C(F)(F)F)cc(=O)[nH]2)cc1
63	Nc1nc(NCc2ccccc2)nc(NCCO)c1[N+](=O)[O-]
64	Cc1ccc(C(=O)C2=C(O)C(=O)N(CCCN3CCOCC3)C23C(=O)N(C)c2ccccc23)o1 (stereo not given)
65	Cn1c(Cl)c(/C=N/OC(=O)c2ccc(Cl)cc2)c2ccccc21
assay / entry	61	62	63	64	65
S3 lipid droplet	11.4%	3.6%	10.2%	?	i
S3 lipid droplet cell count max	3.6	-8.7	30.8	/	/

66	N#Cc1c(-c2ccccc2Cl)cc(C2CC2)nc1N
67	O=C(NN=C1C2CC3CC1CC(Cl)(C3)C2)c1cccs1
68	O=C(COC(=O)c1cc(S(=O)(=O)N2CCCCC2)ccc1N1CCOCC1)c1ccc(F)cc1
69	CC(C)(c1ccccc1)c1ccc(OCC(O)CN2CCCC2)cc1 (stereo not given)
70	Cc1ccc(C)c(OCC(=O)NCCN(C)C)c1
assay / entry	66	67	68	69	70
S3 lipid droplet	1.5%	-3.5%	?	?	?
S3 lipid droplet cell count max	1.7	-4.6	/	/	/

# Structural class: the compounds so far with a COOH group.
32	CCCCCOC(=O)C1C(c2ccccc2)C(C(=O)O)C1c1ccccc1 (stereo not given)
38	O=C(O)c1cc(NC(=O)c2ccc3c(c2)C(=O)N(Cc2cccnc2)C3=O)cc(C(=O)O)c1
49	O=C(O)CC/C(=N/NC(=O)CNC(=O)C(c1ccccc1)c1ccccc1)c1ccccc1
assay / entry	32	38	49
S3 lipid droplet	?	25.9%	17.4%
S3 lipid droplet cell count max	/	16.2	/

# Further structures.
71	Cn1c(N)c(C(=O)COC(=O)c2cncc(Br)c2)c(=O)n(C)c1=O
72	Cc1ccc(S(=O)(=O)N2CCN(CC(=O)N/N=C/c3ccco3)CC2)cc1
73	Nc1c(C(=O)Nc2ccc3c(c2)OCCO3)nnn1Cc1cccc(F)c1
74	COCCCN(C(=S)Nc1c(C)cc(C)cc1C)C(C)c1ccccn1 (stereo not given)
75	Cc1cc(=O)n2nc(N3CCC(C(=O)N4CCN(c5ccccc5)CC4)CC3)sc2n1
assay / entry	71	72	73	74	75
S3 lipid droplet	i	?	i	-27.5%[9.22 µM]	-24.2%
S3 lipid droplet cell count max	/	/	-14.0	-28.3	/

76	COc1cc(NC(=O)C2CC(=O)NC3=C2C(=O)CCC3)c(OC)cc1Cl (stereo not given)
77	Cc1c(Cl)cccc1NC(=O)CNC(=O)C1CC(=O)N(CCc2ccccc2)C1 (stereo not given)
78	CCOC(=O)/C=C/C(=O)NNC(=O)c1ccccc1Cl
79	O=C(COC(=O)/C=C/c1ccccc1[N+](=O)[O-])Nc1ccc(OC(F)F)cc1
80	O=C(Nc1cc2c3c(c1)CC(=O)N3CCC2)C1CC1
assay / entry	76	77	78	79	80
S3 lipid droplet	2.1%	?	-5.9%	?	?
S3 lipid droplet cell count max	9.3	/	-6.6	/	/

81	COc1cc(CCC(=O)Nc2cc(C)cc(C)c2)cc(OC)c1OC
82	Cn1nc(C(=O)Nc2ccc3c(c2)OCCO3)c2ccccc2c1=O
83	COc1ccc2oc(C(=O)OCC(=O)c3ccc4c(c3)OCCO4)c(C)c2c1
84	COc1cc2cc(C(=O)NCCc3ccccc3)[nH]c2cc1OC
85	NS(=O)(=O)c1ccc(NC(=O)Cn2ncc3c2-c2ccccc2OC3)cc1
assay / entry	81	82	83	84	85
S3 lipid droplet	?	-15.4%	?	?	?
S3 lipid droplet cell count max	/	-13.4	/	/	/

86	CC1C(c2ccccc2)=[N+]([O-])C2(CCCCC2)N1O (stereo not given)
87	O=C(CN(CCc1ccccc1)S(=O)(=O)c1ccc(Cl)cc1)N/N=C/c1ccccc1C(=O)O
88	CC(C)(O)CCCC(C)(O)c1ccc(C(=O)O)cc1O (stereo not given)
89	Cc1cccc(N2CCN(C(=O)c3c(C)nn(Cc4ccccc4Cl)c3C)CC2)c1C
90	Sc1oc(-c2ccccc2)cc1C=Nc1ccccc1
assay / entry	86	87	88	89	90
S3 lipid droplet	?	?	-10.3%	?	?
S3 lipid droplet cell count max	/	/	-12.0	/	/

91	Cc1ccc(NC(=O)Nc2cc(S(C)(=O)=O)ccc2Cl)cc1
92	CS(=O)(=O)Cc1ccc(C(=O)NC2CCCc3ccccc32)cc1 (stereo not given)
93	CCCCC(=O)N1CC(=O)Nc2ccc(F)cc2C1c1ccccc1 (stereo not given)
94	Cc1c(NC(=O)CN2C(=O)NC(CCc3ccccc3)C2=O)c(=O)n(-c2ccccc2)n1C (stereo not given)
95	Fc1ccc(C2CC(c3cccs3)=NN2c2ccccc2)cc1 (stereo not given)
assay / entry	91	92	93	94	95
S3 lipid droplet	18.0%	21.9%	8.6%	?	?
S3 lipid droplet cell count max	-7.6	-10.3	-16.6	/	/

# Part of the list above, set out differently:
91. Cc1ccc(NC(=O)Nc2cc(S(C)(=O)=O)ccc2Cl)cc1
  S3 lipid droplet: 18.0% | S3 lipid droplet cell count max: -7.6
92. CS(=O)(=O)Cc1ccc(C(=O)NC2CCCc3ccccc32)cc1 (stereo not given)
  S3 lipid droplet: 21.9% | S3 lipid droplet cell count max: -10.3
